TRHR ag: activates the human TRH receptor. P34981. TRHR cells, calcium flux fluo-8, FDSS agonist mode. activation, % at 2 µM. 360,000 tested, 0.18% active; in the data active = activation above about 30%; note: 0% is about no effect
Target sequence (P34981 whole entry, looked up): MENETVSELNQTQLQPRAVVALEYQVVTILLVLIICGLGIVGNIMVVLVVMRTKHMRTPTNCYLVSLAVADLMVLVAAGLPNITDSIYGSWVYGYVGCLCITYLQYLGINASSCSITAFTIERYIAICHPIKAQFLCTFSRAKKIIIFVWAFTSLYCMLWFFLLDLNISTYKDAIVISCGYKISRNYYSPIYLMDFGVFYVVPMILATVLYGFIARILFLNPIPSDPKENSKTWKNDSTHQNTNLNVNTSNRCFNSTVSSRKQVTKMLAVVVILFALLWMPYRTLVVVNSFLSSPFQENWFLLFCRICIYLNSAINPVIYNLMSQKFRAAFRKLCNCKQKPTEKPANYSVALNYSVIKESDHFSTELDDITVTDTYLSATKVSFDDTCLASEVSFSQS
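Steps: seed TRHR cells overnight; add fluo-8 no-wash Ca dye, RT 30 min–1.5 h; record 10 s baseline; pin-transfer compounds; monitor fluorescence 1 cycle/s for the agonist window. Calcium increases flag candidate agonists.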
POLI inh: DNA polymerase iota (human) inhibition | AID 588590 | Q9UNA4 | Pol iota fluorescent replication assay, 10 min | 390,000 tested, 1% active | Potency, µM (top dose mostly 115 µM), for the others: at the highest dose activity, negative = inhibition, actives largely listed as inhibitors; note: potency is the fitted concentration of half-maximal effect
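Fluorescent replication assay read twice, at 0 min and 10 min after adding 50 nM (final) substrate. Enzyme (10 nM) and compounds were first incubated 15 min at room temperature; enzyme-free buffer wells were negative controls.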
BLM helicase inh: blocks DNA unwinding by human BLM helicase; P54132; recombinant BLM DNA unwinding, fluorescence dequenching; Potency, µM (titrated, usually from 56.1 µM), for inactives: at the top dose activity change, negative = inhibition, most hits filed as inhibitors; 350,000 tested, 0.2% active;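 note: potency is the fitted concentration of half-maximal effect; plate controls were vehicle for no effect and no enzyme for full effect; nearly all actives have a fitted effect of over 35% in size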
Anesthetic bind: binds horse apoferritin like a general anesthetic; apoferritin/1-aminoanthracene competitive binding, fluorescence; P02791; Potency, µM (highest dose often 77.5 µM), inactives show top-dose activity change, negative = displacement, actives largely listed as inhibitors; 350,000 tested, 0.074% active; note: potency is the fitted concentration of half-maximal effect; % is set by controls: 0 for no effect and ±100 for the full control effect; nearly all actives have a fitted effect of over 20% in size
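In PBS, apoferritin at 10 uM is loaded with 1-AMA from a 50% saturated solution. After 10 min of compound exposure at ambient temperature, reduced 535 nm fluorescence indicates probe displacement.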
Pol beta inh: blocks human DNA polymerase beta activity | Pol beta primer extension/strand displacement, fluorescence kinetic | Potency, µM (series often up to 114 µM), for inactives: at the top dose activity change, negative = inhibition, usual class: inhibitors | 340,000 tested, 1.3% active | AID 485314; note: potency is the fitted concentration of half-maximal effect; % is set by controls: 0 for no effect and ±100 for the full control effect
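Reaction started by 50 nM substrate onto compound-treated Pol beta (10 nM, 15 min preincubation, room temperature); plates read at 0 min and 10 min. Normalized concentration-effect data fitted by four-parameter Hill equation.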
POLK inh: inhibitors of human DNA polymerase kappa; AID 588579; Q9UBT6; Potency, µM (top dose mostly 107 µM), inactives show at the highest dose activity, negative = inhibition, usual class: inhibitors; purified Pol kappa, fluorescent DNA synthesis assay, 10 min; 400,000 tested, 0.53% active; note: potency is the fitted concentration of half-maximal effect; % is set by controls: 0 for no effect and ±100 for the full control effect
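Pol kappa 10 nM + cpd, 15 min RT; start w/ substrate 50 nM final; fluorescence kinetic read, 0 and 10 min. Neg ctrl: buffer, no enzyme.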
12-LOX inh: ALOX12 (human) lipoxygenase inhibition; 580,000 tested, 1.1% active; AID 1671190; purified 12hLO, xylenol orange hydroperoxide absorbance; P18054; Potency, µM (titrated, usually from 108 µM), without a hit: top-dose activity change, negative = inhibition, actives largely listed as inhibitors; note: potency is the fitted concentration of half-maximal effect; % is set by controls: 0 for no effect and ±100 for the full control effect
Target sequence (P18054 whole entry, looked up): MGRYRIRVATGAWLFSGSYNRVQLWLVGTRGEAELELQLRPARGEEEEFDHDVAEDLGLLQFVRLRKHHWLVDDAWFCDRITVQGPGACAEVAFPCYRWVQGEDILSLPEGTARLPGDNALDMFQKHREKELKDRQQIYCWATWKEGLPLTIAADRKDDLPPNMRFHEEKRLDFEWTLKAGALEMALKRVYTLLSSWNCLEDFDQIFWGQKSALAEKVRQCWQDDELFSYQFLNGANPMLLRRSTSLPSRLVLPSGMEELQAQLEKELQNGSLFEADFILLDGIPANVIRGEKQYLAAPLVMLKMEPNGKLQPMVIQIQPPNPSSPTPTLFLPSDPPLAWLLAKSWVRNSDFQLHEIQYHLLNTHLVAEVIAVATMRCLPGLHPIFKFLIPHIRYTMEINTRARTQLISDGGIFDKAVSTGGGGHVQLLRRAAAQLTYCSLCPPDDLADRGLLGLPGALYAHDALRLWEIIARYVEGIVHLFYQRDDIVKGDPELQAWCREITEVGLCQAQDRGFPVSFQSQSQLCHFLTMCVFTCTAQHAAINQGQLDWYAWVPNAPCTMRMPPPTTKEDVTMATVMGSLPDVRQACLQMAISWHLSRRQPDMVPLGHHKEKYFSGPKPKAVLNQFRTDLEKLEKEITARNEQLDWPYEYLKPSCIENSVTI
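Purified human 12hLO at 150 nM in 25 mM Hepes, 0.01% Triton X-100, pH 7.0, preincubated 15 min at room temperature with compound. Reaction started with 40 uM arachidonic acid, 30 min at room temperature. Hydroperoxide measured by Fe-xylenol orange, 573/405 nm absorbance ratio.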
APE1 inh: inhibitors of human APE1 endonuclease; P27695; recombinant APE1, TAMRA/BHQ-2 abasic DNA cleavage fluorescence; Potency, µM (doses to about 65.8 µM), without a hit: at the top dose activity change, negative = inhibition, hits mostly inhibitors; 350,000 tested, 0.35% active;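 note: potency is the fitted concentration of half-maximal effect; plate controls were vehicle for no effect and reference inhibitor for full effect; nearly all actives have a fitted effect of over 55% in size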
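Quantitative HTS: incision of a TAMRA/BHQ-2 double-stranded substrate bearing a tetrahydrofuran abasic site by 0.75 nM APE1 raises fluorescence. Substrate 50 nM final, added after 15 min compound preincubation at room temperature; progress as third-minus-first kinetic read difference.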
ERG-DNA inh: inhibitors of human ERG Ets domain-DNA interaction. 370,000 tested, 0.028% active. AID 624246. Potency, µM (titrated, usually from 76.9 µM), for inactives: at the highest dose FP activity, negative = inhibition, hits mostly inhibitors. fluorescence polarization, His-ERG Ets domain / labelled DNA. P11308; active = well fitted inhibition curve with a large enough effect in the polarisation, with a control signal flat; inconclusive = small, poorly fitted or top-dose-only effect, or effect the other way, or a change in a side signal; inactive = no such curve, though single readings can be large or run the other way; the % refers to the polarisation;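 note: polarization taken with two DNA probes labelled with fluorescein and Texas red; potency is the fitted concentration of half-maximal effect; % of control where 0% means no effect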
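His-tagged ERG Ets domain (1 uM in the protein solution; 300mM KCl, 50mM Tris-HCl, 1mM EDTA, 1mM DTT, pH 7.5) received compound, then a probe mix of 5 nM fluorescein-DNA and 100nM Texas-615-DNA. Fluorescence polarization was read for both dyes.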
Starred values were filed as active, the others as inactive; u = inconclusive; x = no result given; & = joins results of further samples; [ ] = remark or other dose. Unless noted, calls come from the whole dose curve; as a rule, active = well fitted curve in the direction sought with a large enough effect; inconclusive = small, poorly fitted or top-dose-only effect, or another doubt; inactive = no such curve, though single readings can be large; an effect the other way counts as inactive or inconclusive.

SMILES	TRHR ag	POLI inh	BLM helicase inh	Anesthetic bind	Pol beta inh	POLK inh	12-LOX inh	APE1 inh	ERG-DNA inh
O=C(Nc1ccncc1)c1ccc2ccccc2c1	0.2	142%[activator]	-4%	-13%	-3%	-8%	11%	1%	-6%
Cc1nn(S(=O)(=O)c2cccc([N+](=O)[O-])c2)c(C)c1Br	-1.4	97%[activator]	-5%	-24%	-30%	-8%	-20%	2%	4%
CC(=O)c1ccc(NS(=O)(=O)c2cccc(S(=O)(=O)c3ccc(Cl)cc3)c2)cc1	-1.5	89µM*	-5%	45%	5%	u	-22%	x	8%
CCOC(=O)c1cnn(-c2cc(C)cc(C)c2)c1N	-0.9	40%[activator]	-6%	-11%	9%	-5%	11%	-1%	1%
Cc1cccc(N(CC(=O)NC(C)(C)C)C(=O)CCC(=O)Nc2ccccn2)c1	-0.3	101%[activator]	-7%	-10%	5%	0%	18%	34%	3%
COc1ccc(C(=O)C2CCCN(Cc3cccn3-c3ccccn3)C2)c(C)c1 (configuration not stated)	6.9	89%[activator]	33%[activator]	-14%	30%	-2%	u	17%	-11%
CC(CNC(=O)C(=O)NC(C)CCc1ccccc1)Cc1ccccc1 (configuration not stated)	0.5	28%	0%	-8%	14%	8%	-8%[57.4 µM]	3%	x
CNc1cnn(-c2ccc(C)cc2)c(=O)c1Cl	-0.7	19%	1%	-5%	6%	-4%	7%	2%	4%
Cc1ccc(CN2CCN(Cc3ccc4cc(F)ccc4n3)CC2CCO)o1 (configuration not stated)	-0.1	10%	1%	-5%	-1%	6%	-25%	-9%	-9%
Cc1cccc(NC(=O)COc2ccc3c(c2)CCC3)n1	1.5	20%	x	x	x	-10%	-26%	2%	-4%
COc1ccc2c(c1)C(=O)CC(c1ccccc1)O2 (configuration not stated)	x	29%	x	x	x	4%	26%	x	6%
CCC(=O)OCC(=O)C1(OC(=O)CC)C(C)CC2C3CCC4=CC(=O)C=CC4(C)C3(Cl)C(O)CC21C (configuration not stated)	x	x	-3%	u	x	-11%[60.1 µM]	x	-2%	x
CCCn1c(=O)n(C)c(=O)c2c(SCc3cc(C(C)=O)ccc3OCC)nc(C3CC3)nc21	x	23%	x	x	x	-4%	-8%	x	-4%
CCC(C)NC(=O)Cn1c(=O)n(-c2ccc(Cl)cc2)c(=O)c2c3c(sc21)CCCC3 (configuration not stated)	1.4	15%	-3%	3%	6%	12%	0%	x	-3%
COc1ccc(C(=O)/C=C/c2cn(CC(O)CN(CC(C)C)CC(C)C)c3ccccc23)cc1 (configuration not stated)	3.0	0%	-14%	-7%	20%	-4%	u	x	-2%
COc1ccc(OC)c(S(=O)(=O)N2CCC(C(=O)N3CCOCC3)CC2)c1	-0.7	39%[activator]	-5%	-1%	1%	0%	-1%	4%	-9%
CC(=O)Nc1ccc(S(=O)(=O)NCCC(=O)OCc2ccccc2F)cc1	0.3	7%	x	x	x	14%	158%[activator]	0%	11%
NC(=O)NCCCC(=O)O	0.7	11%	x	x	x	-5%	30%[activator]	-9%	14%
O=C(COc1ccc(Cl)cc1)N1CCN(S(=O)(=O)c2ccccc2)CC1	-1.1	-11%	0%	u	2%	0%	2%	-1%	-5%
COc1ccc(N2CC(NC(=O)c3ccc(OC(C)C)cc3)CC2=O)cc1 (configuration not stated)	-0.4	-3%	0%	u	-15%	-1%[60.1 µM]	-17%	x	5%
CC(C)(C)NC(=O)CN1CCC(O)(c2ccccc2)CC1	0.4	30%	-1%	-10%	3%	-7%	22%	3%	x
CCC(CO)Oc1cc(NC(=O)c2cccc(F)c2)c2ncn(C(C)C)c2c1 (configuration not stated)	x	u	x	x	x	-11%	u	1%	4%
CCN(CCCNC(=O)COc1cc(=O)n(CC)c2ccccc12)c1ccccc1	-1.1	18%	1%	-3%	-14%	-4%	-11%	3%	13%
COc1ccc(N(CC(=O)Nc2cccc(C)c2C)S(=O)(=O)c2c(C)n[nH]c2C)cc1	0.2	16%	-3%	-8%	-4%	-5%	-22%	1%	-1%
CCc1nnc(NC(=O)CSc2nnc(C)n2-c2ccc(C)cc2)s1	0.3	28%	-2%	-7%	u	-12%	0%	-8%	0%
COc1ccc(C(=O)c2cc(OC)c(OC)c(OC)c2)cc1OC	x	91%[activator]	x	x	x	-12%	-2%	x	-3%
O=C(COC(=O)/C=C/c1ccccc1Cl)NCC1CCCO1 (configuration not stated)	x	25%	x	x	x	-3%	-21%	22%	-16%
O=C(NNC(=O)c1sccc1-n1cccc1)Nc1ccc(F)cc1	-0.2	45%[activator]	-7%	-14%	-11%	-1%	16%	-4%	-3%
CC1=C(C(=O)OC2CCCCC2)C(c2ccccc2Br)NC(=O)N1 (configuration not stated)	-0.3	2%	-5%	-18%	-9%	6%	-3%	0%	-1%
O=C(c1ccccc1Cl)N1CCc2ccccc2C1	-0.2	23%	-3%	-11%	25%	-9%	-23%	17%	-2%
CCOC(=O)c1oc2nc(C)c3c(c2c1N)CC(C)(C)OC3	-0.2	8%	-1%	23%	-16%	-12%	-11%&11%	0%	-4%
COc1ccc(-c2c(C)oc3c(CN4CCCCC4C)c(O)ccc3c2=O)cc1OC (configuration not stated)	0.0	9%	2%	0%	14%	12%	1%	1%	-12%
CCCn1c(N)c(Sc2ccc([N+](=O)[O-])cc2)c(=O)n(CCC)c1=O	0.5	-1%	-3%	-16%	-18%	-11%	-1%	0%	-9%
COc1ccc(/C=N/NC(=O)CCc2ccccc2)cc1O	-0.1	-1%	-3%	-13%	18%	4%	0%	17%	-3%
O=C(NC1CCCc2ccccc21)C12CC3CC(CC(O)(C3)C1)C2 (configuration not stated)	-0.2	16%	-3%	-7%	-16%	-17%	23%	15%	-7%
O=C(COC(=O)COc1ccc(Cl)cc1Br)NC1CCCCCC1	0.5	-17%	x	x	x	-1%	193%[activator]	-13%	6%
CC(=O)c1ccc(NC(=S)N2CCN(c3ccccn3)CC2)cc1	-0.1	22%	-4%	-4%	18%	-1%	30%	0%	2%
CC(=O)Nc1ccc(S(=O)(=O)N(C)CC(=O)Nc2ccccc2N2CCCC2)cc1	0.1	-5%	x	x	x	-6%	2%	-7%	-9%
O=C(COC(=O)CC1CC2CCC1C2)Nc1c(F)cccc1F (configuration not stated)	-0.2	48%[activator]	-3%	u	20%	6%	-7%	2%	-6%
Cc1ccc(CNS(=O)(=O)c2cc3[nH]c(=O)c(=O)[nH]c3cc2C)cc1	0.0	4%	0%	-13%	4%	-4%	u	x	5%
O=S(=O)(Cc1ccc(Cl)cc1)C1CCCCC1O (configuration not stated)	0.2	-1%	-3%	6%	-2%	-4%	145%[activator]	0%	-1%
COc1ccc(-c2nnc(COc3ccc(Br)cc3C)o2)cc1	x	28%	x	x	x	0%	0%	x	-7%
O=C1NC(=S)S/C1=C\c1coc2ccc(O)cc2c1=O	-0.4	u	-1%	-17%	u	-20%	u	-9%	104%[activator]
O=C1CC(N2CCN(c3ccccc3)CC2)C(=O)N1c1ccc2c(c1)OCCO2 (configuration not stated)	0.0	-8%	-4%	-17%	6%	3%	0%	-3%	-4%
O=C(CN1c2cccc3cccc(c23)S1(=O)=O)NCc1ccc2c(c1)OCO2	0.8	-9%	-5%	-6%	u	-10%	-18%	-8%	-12%

A second format for four compounds above:
molecule | TRHR ag | POLI inh | BLM helicase inh | Anesthetic bind | Pol beta inh | POLK inh | 12-LOX inh | APE1 inh | ERG-DNA inh
COc1ccc(-c2nnc(COc3ccc(Br)cc3C)o2)cc1 | x | 28% | x | x | x | 0% | 0% | x | -7%
O=C1NC(=S)S/C1=C\c1coc2ccc(O)cc2c1=O | -0.4 | u | -1% | -17% | u | -20% | u | -9% | 104%[activator]
O=C1CC(N2CCN(c3ccccc3)CC2)C(=O)N1c1ccc2c(c1)OCCO2 (configuration not stated) | 0.0 | -8% | -4% | -17% | 6% | 3% | 0% | -3% | -4%
O=C(CN1c2cccc3cccc(c23)S1(=O)=O)NCc1ccc2c(c1)OCO2 | 0.8 | -9% | -5% | -6% | u | -10% | -18% | -8% | -12%

Following part.
SMILES	TRHR ag	POLI inh	BLM helicase inh	Anesthetic bind	Pol beta inh	POLK inh	12-LOX inh	APE1 inh	ERG-DNA inh
O=C(Nc1ccc(Cl)cn1)c1ccc2ccccc2n1	0.8	9%	1%	-11%	7%	-8%	3%	-1%	-7%
Cc1ccc(C(=O)NCC(=O)NCCCc2ccccc2)cc1	-0.3	0%	-3%	-9%	-6%	-4%	u	35%	-7%
COc1cc(/C=C/C(=O)OCC(=O)N2CCCc3ccccc32)ccc1O	x	49%[activator]	x	x	x	-10%	3%	-1%	7%
CCc1cc(=O)oc2cc(OC(C)=O)cc(OC(C)=O)c12	0.0	-17%	-4%	460%[activator]	20%	-5%	23%	9%	-8%
CSCC[C@H](NC(=O)[C@@H]1Cc2ccccc2CN1)C(=O)Nc1ccc2c(c1)OCO2	-0.1	33%[activator]	-6%	-12%	15%	-15%	11%	15%	10%
COCC(=O)N1CCC[C@@]2(CCN(C(=O)Nc3ccc(OC)cc3)C2)C1	x	x	-2%	x	x	8%[60.1 µM]	4%[57.4 µM]	-3%	x
Cc1cc(C)nc(N2CCCC(C(=O)NCc3cccs3)C2)n1 (configuration not stated)	-1.0	-20%	-1%	-11%	7%	2%	5%	0%	7%
Cc1ccc(C)c(NC(=O)/C(C#N)=C/c2ccc(Sc3nncn3C)c([N+](=O)[O-])c2)c1	-0.6	x	-10%	-14%	27%	x	x	15%	x
Cc1ccc2c(c1)N(C(C)C(=O)NCCc1ccccc1)C(=O)CO2 (configuration not stated)	0.0	22%	-6%	4%	6%	-3%	-10%	-5%	-18%
CCN(CC(=O)Nc1ccccc1OC)C(=O)c1ccc2[nH]c3c(c2c1)CC(C)CC3 (configuration not stated)	0.4	-18%	x	x	x	-4%	1%	-8%	1%

These rows are one share of the data. The share of hits here may be higher or lower than overall.
